# ERb SRC1 inh: inhibitors of ERβ-SRC1 coactivator interaction, primary screen, biochemical, TR-FRET, ERβ LBD, SRC-1 peptide | TR-FRET ER-beta LBD / SRC1-Cy5 peptide binding; receptor agonist-loaded with 1 µM estradiol | inhibition, % at 25.6 µM | 86,000 tested, 1.3% active | AID 633, 2007;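 active means compounds whose percent inhibition of the receptor-coactivator binding signal exceeds about 50% in the single-dose screen, limit read from the data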;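 further: 0% = receptor plus peptide wells without compound and 100% = peptide-only wells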
# Target sequence (Q92731 whole entry, looked up, the tested form may be a part): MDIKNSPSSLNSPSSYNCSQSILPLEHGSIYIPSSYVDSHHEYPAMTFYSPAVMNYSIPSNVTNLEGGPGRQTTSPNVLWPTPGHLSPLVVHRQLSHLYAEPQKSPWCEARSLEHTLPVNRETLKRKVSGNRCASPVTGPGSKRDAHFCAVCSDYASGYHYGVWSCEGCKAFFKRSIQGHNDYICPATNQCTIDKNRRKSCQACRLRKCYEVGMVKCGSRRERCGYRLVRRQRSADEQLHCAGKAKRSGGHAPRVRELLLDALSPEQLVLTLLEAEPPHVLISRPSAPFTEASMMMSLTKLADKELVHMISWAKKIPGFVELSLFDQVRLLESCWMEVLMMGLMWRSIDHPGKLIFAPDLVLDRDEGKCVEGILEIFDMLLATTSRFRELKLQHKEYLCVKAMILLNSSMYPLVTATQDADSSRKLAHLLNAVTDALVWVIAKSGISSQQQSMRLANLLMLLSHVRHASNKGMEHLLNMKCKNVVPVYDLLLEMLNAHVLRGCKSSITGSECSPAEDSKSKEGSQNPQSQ
# ERa coact pot: enhancers of ERα–SRC-1 coactivator binding, primary screen, biochemical, TR-FRET, ERα LBD, low estradiol. TR-FRET ERalpha-LBD/SRC-Cy5 coactivator binding, 2 h; 100 = basal binding, no effect. coactivator binding (% of control), % at 25.6 µM. 86,000 tested, 1.3% active; in the data active means activity above about 200%;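 further: binding measured in presence of low estradiol as agonist stimulus; 0% = peptide alone without receptor and 100% = receptor with peptide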
# MT1-MMP txn act: MT1-MMP promoter reporter activation – cell-based, luciferase luminescence, primary screen; HT1080 MT1-MMP promoter luciferase reporter, overnight; hits give high values; activation factor at 10 µM; 86,000 tested, 0.16% active;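 active means activation factor of at least 2 for MT1-MMP transcription at 10 µM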
# sEH activator: soluble epoxide hydrolase activators, primary screen, biochemical, human sEH; 91,000 tested, 0.04% active; activation, % at 2 µM; Bifunctional epoxide hydrolase 2 (Homo sapiens), P34913; purified human sEH enzymatic activity, activator screen; in the data active means activation above about 37%; further: values of inactives mirror those of a sister screen read the other way
# Mac1 fbg enh: enhancers of CD11b/CD18 adhesion to fibrinogen, primary screen, K562 cells, luminescence | Integrin beta-2 (Homo sapiens) + Integrin alpha-M (Homo sapiens), P05107+P11215 | ATPlite luminescence | activation, % at 10 µM | 93,000 tested, 0.07% active;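 active means 10 µM primary screen giving 50% or more activity, confirmed by 40% or more on retest at that dose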; further: strong numbers were not always called active; reference of the scale not given here
# Candida biofilm: clotrimazole potentiators killing Candida biofilms, primary screen, with clotrimazole, Alamar Blue; C. albicans biofilm + clotrimazole; inhibition, % at 6 µM; 85,000 tested, 0.14% active;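 active means inhibition above 20%; inactive means inhibition below 20%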;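 further: preformed 24 hr biofilms exposed to compound for 48 hr; 0% = biofilm without compound and 100% = blank killed by clotrimazole plus chlorhexidine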
# Smad3 FoxH1 inh: Smad3/FoxH1 peptide binding inhibitors, primary screen, biochemical, TR-FRET; TR-FRET Smad3/Dy647-FoxH1 peptide binding, europium anti-His; inhibition, % at 25 µM; 88,000 tested, 0.29% active; AID 630, 2007;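 active means compounds that reduce the energy-transfer binding signal between the protein and its labelled peptide by more than half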;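 further: 0% = Smad3 plus labelled peptide maximal FRET and 100% = peptide-only background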
# Target sequence (P84022 whole entry, looked up): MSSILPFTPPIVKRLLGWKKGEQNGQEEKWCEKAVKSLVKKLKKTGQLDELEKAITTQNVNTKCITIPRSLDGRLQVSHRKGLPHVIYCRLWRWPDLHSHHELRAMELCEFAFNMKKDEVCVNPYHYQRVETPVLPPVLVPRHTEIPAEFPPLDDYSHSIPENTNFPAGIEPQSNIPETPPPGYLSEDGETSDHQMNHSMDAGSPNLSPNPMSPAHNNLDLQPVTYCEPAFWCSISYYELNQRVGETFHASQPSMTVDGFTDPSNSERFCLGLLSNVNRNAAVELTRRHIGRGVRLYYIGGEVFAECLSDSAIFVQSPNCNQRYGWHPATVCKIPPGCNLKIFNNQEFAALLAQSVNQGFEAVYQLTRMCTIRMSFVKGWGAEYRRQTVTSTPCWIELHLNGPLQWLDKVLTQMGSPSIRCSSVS
# Mac1 fbg inh: inhibitors of CD11b/CD18 adhesion to fibrinogen, primary screen, K562 cells, luminescence; AID 1497, 2009; ATPlite luminescence; Mn2+ added to activate the integrin; 93,000 tested, 0.54% active; inhibition, % at 10 µM;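 active means primary inhibition of 50% or more at 10 µM, then 40% or more on retest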; further: some results filed as inactive read as strong as hits
# sEH inh: soluble epoxide hydrolase inhibitors, primary screen, biochemical, human sEH. Bifunctional epoxide hydrolase 2 (Homo sapiens), P34913. recombinant human sEH enzymatic activity assay. inhibition, % at 2 µM. 91,000 tested, 0.34% active; in the data active means inhibition above about 80%; further: values of inactives mirror those of a sister screen read the other way; many of its hits are not listed in these tables
# An asterisk follows results filed as active; . = not tested or not shown; [ ] = dose if it differs, or a comment. Not all compounds are listed; rates above refer to the full screens.
SMILES,ERb SRC1 inh,ERa coact pot,MT1-MMP txn act,sEH activator,Mac1 fbg enh,Candida biofilm,Smad3 FoxH1 inh,Mac1 fbg inh,sEH inh
Cn1c(CNC(=O)Nc2ccccc2)nnc1SCc1ccccc1,-6.3,99.8,1.3,1.9,.,8.5,2.1,.,-2.4
COC(=O)c1nc(NC(=O)C(C)C)n[nH]1,-2.7,100.2,1.1,-7.8,-0.4,7.2,-1.7,-27.9,9.7
O=c1[nH]c2ccsc2c(=O)n1-c1ccc(F)c(Cl)c1,-2.4[fluorescence artefact?],110.3,1.1,.,-3.4,-6.7,7.6,-4.3,.
COCCCNC(=O)CCc1nc2cccnc2n1Cc1ccc(OC)cc1,-11.1,105.8,1.1,2.9,.,3.5,5.0,.,0.1
O/N=C1\CCC\C1=C/c1ccco1,.,.,1.3,13.3,0.2,.,.,-8.4,-13.7
Cc1cc(C(=O)NC(C)C2CCCO2)cs1 (stereo unspecified),-3.4,139.3[fluorescence artefact?],1.2,4.5,-8.4,5.7,5.3,-17.4,-5.2
O=c1oc(-c2ccco2)nc2sc3c(c12)CCCC3,2.7,109.8,1.2,2.7,.,4.4,-4.6,.,-0.1
Nc1c(S(=O)(=O)c2ccccc2)c2nc3ccccc3nc2n1Cc1ccco1,16.6,69.9[fluorescence artefact?],1.1,.,.,3.1,18.7,.,.
COc1cccc(CSc2nnc(-c3ccco3)n2C)c1,-8.7,112.0,1.3,-4.8,-3.5,1.0,33.1[fluorescence artefact?],66.6,2.5
CCCOc1cc(CC(=O)NCc2ccco2)ccc1OC,-3.0,96.0,1.1,18.1,-3.3,0.0,-2.7,-28.9,-20.3
COC(C)(C)c1cc(C(C)(C)C)nc(N)n1,-0.8,122.9,1,-7.4,4.2,6.7,-3.8,-18.3,8.6
O=C1NC(c2cc3c(cc2Cl)OCO3)Oc2ccccc21 (stereo unspecified),-1.5,90.8,1.1,-1.8,-4.4,4.2,-2.7,-8.6,-0.1
COC(=O)C1=C(C)NC(=O)NC1c1cn(-c2ccccc2)nc1-c1cccs1 (stereo unspecified),0.4,95.3,1.3,.,6.1,1.5,9.9,4.8,.
CCOC(=O)CC(=O)Nc1nnc(CC(C)C)s1,-4.3[fluorescence artefact?],91.6,1.2,.,8.6,0.5,-14.6,-4.3,.
Cc1cn(C2OC(COC(=O)c3ccccc3)C(O)C2O)c(=O)[nH]c1=O (stereo unspecified),.,.,1,-0.8,1.1,.,.,-0.4,0.4
Cc1ccnc2nc(C(=O)OCCOc3ccccc3)nn12,-1.3,89.3,1.1,-2.3,0.6,6.9,-2.2,-7.3,3.0
Cc1cc(C(=O)OCC(=O)Nc2cc(C(F)(F)F)ccc2N2CCOCC2)c(C)o1,-6.2,111.7,1.1,8.2,-1.5,6.5,17.2,-9.6,-7.8
O=C(Nc1cnn(Cc2c(Cl)cccc2Cl)c1)c1ccc([N+](=O)[O-])cc1,.,.,.,-18.3,-7.7,.,.,9.5,19.3
C=CCSC1=C(C#N)C(c2ccccc2C)CC(=O)N1 (stereo unspecified),3.8[fluorescence artefact?],86.1,1,1.1,1.4,4.8,11.4,38.4,-5.5
O=C(NC1=NCCS1)C1CC(=O)N(c2ccccc2)C1 (stereo unspecified),-1.6,123.5,1,14.5,0.9,8.8,1.0,-14.8,-13.6
Cc1nc2ccccc2n1CC(=O)NCc1ccccc1,25.0,113.0[fluorescence artefact?],1.1,9.5,-5.4,-0.2,-16.5,47.7,-8.3
O=C(NCCOc1ccccc1)c1ccc2c(c1)OCO2,17.1[fluorescence artefact?],100.1,0.1,.,-2.0,3.3,-5.5,3.1,.
CCCCCNc1nc(NCCCO)c(C#N)c2c1CN(C)CC2,-4.5,83.3,1.3,6.1,-4.3,8.9,11.5,-4.3,-5.8
O=C(Cc1ccccc1)Nc1ccc(NC(=O)C2CC2)nc1,-6.5,111.3,1.2,0.7,1.5,6.5,-1.2,-20.6,-1.7
CCN(CC)C(=O)CSc1nnc2sc3ccccc3n12,4.6[fluorescence artefact?],122.2,1.3,.,-4.4,4.1,-3.2,0.9,.

# Fetched one by one from the list above, two records:
SMILES,ERb SRC1 inh,ERa coact pot,MT1-MMP txn act,sEH activator,Mac1 fbg enh,Candida biofilm,Smad3 FoxH1 inh,Mac1 fbg inh,sEH inh
O=c1[nH]c2ccsc2c(=O)n1-c1ccc(F)c(Cl)c1,-2.4[fluorescence artefact?],110.3,1.1,.,-3.4,-6.7,7.6,-4.3,.
COC(C)(C)c1cc(C(C)(C)C)nc(N)n1,-0.8,122.9,1,-7.4,4.2,6.7,-3.8,-18.3,8.6

# More compounds.
SMILES,ERb SRC1 inh,ERa coact pot,MT1-MMP txn act,sEH activator,Mac1 fbg enh,Candida biofilm,Smad3 FoxH1 inh,Mac1 fbg inh,sEH inh
CC(=O)Nc1ccn(Cc2c(F)cccc2Cl)n1,0.6,105.1,1.3,-7.3,-0.8,0.6,8.6[fluorescence artefact?],26.8,8.0
CCOn1c(-n2nc(C)cc2C)nc2ccccc2c1=O,-1.6,102.3,1.2,9.9,-3.7,6.0,-3.5,2.7,-7.0
Cn1cc(Br)c(C(=O)Nc2sc3c(c2C(N)=O)CCC3)n1,23.2[fluorescence artefact?],89.0,1.2,2.0,3.6,-2.1,-14.8,0.7,1.2
CCN(CC)C(=O)CC1(c2ccccc2OC)CCOC(C(C)C)C1 (stereo unspecified),-10.9,111.3,1.1,-0.2,-2.2,7.3,3.8,-10.4,-2.5
COCCCNC(=O)CS(=O)Cc1nc(-c2cccc(OC)c2)oc1C (stereo unspecified),3.6,89.8,1.2,15.1,-6.0,8.2,5.7,-1.1,-14.4
Cc1cc(S(=O)(=O)Nc2ccc(F)cc2)c(C)s1,-1.2[fluorescence artefact?],107.5,1.2,-1.7,-4.0,-1.0,0.1,-8.5,-0.2
NC(=O)CSc1nnc(-c2ccc(O)cc2)n1Cc1ccco1,-4.5[fluorescence artefact?],106.4,1.2,0.7,.,6.7,5.6,.,0.9
CCCn1nnnc1SCC(=O)N1CCCc2ccccc21,-11.2,108.9,1.8,7.5,2.0,6.4,-13.3,-16.5,-3.7
COC(=O)c1ccccc1NC(=O)CC#N,-4.2,116.7,1.3,.,-4.1,3.6,-5.6,-10.1,.
COc1ccc(CNC(=O)Nc2cccc3ccccc23)cc1,-3.5[fluorescence artefact?],108.5[fluorescence artefact?],1.5,-63.5,-2.1,4.5,3.8,-28.2,62.2
CCc1cc2c(cc3c(=O)n(CC(=O)N4CCN(c5ccccn5)CC4)nc(CC)n32)s1,-13.2[fluorescence artefact?],130.1[fluorescence artefact?],1.2,11.9,-2.2,3.4,5.3,-21.4,-11.5
Cc1ccc(Cc2nc(-c3cccc(C)c3)no2)cc1,-5.3,105.5,1.3,-2.2,0.3,9.2,-7.9,21.7,1.7
Cc1c(NC(=O)CCN2C(=O)c3ccccc3C2=O)c(=O)n(-c2ccccc2)n1C,-8.0[fluorescence artefact?],114.9,1,-0.6,-1.9,9.5,5.7,7.0,0.7
CCOC(=O)c1sc(NC(=O)c2cccs2)cc1C,7.8,118.7,1.5,.,-0.5,11.8,8.7,-8.9,.
Cc1cc(C)n(C(=O)CN2C(=O)c3ccccc3C2=O)n1,.,.,1.2,3.7,-2.7,.,.,-16.0,-6.2
Cc1cc(C)nc(NCC(O)CNc2ccccc2C)n1 (stereo unspecified),-2.5,92.5,1.2,7.7,-2.1,2.1,-0.2,13.5,-3.9
O=C(Nc1ccc(F)c(F)c1)c1ccc(F)c(S(=O)(=O)N2CCOCC2)c1,3.0,77.8,1,-75.9,-2.2,6.6,-19.1,5.0,75.5
Cc1csc(C(C#N)C(=O)c2ccc(S(=O)(=O)N3CCCC3)cc2)n1 (stereo unspecified),3.2,94.8,.,14.0,-4.4,11.2,-1.3,2.6,-14.4
CC1CCc2c(C(=O)NCC3CCCO3)csc2C1 (stereo unspecified),.,.,1.2,-9.9,-5.2,.,.,28.7,10.6
O=c1/c(=C/c2ccccn2)sc2nc3ccccc3n12,47.3,68.1[fluorescence artefact?],.,-0.6,8.9,2.2,19.3,57.3,-0.8
O=C(C1CCCCC1)N1CCN(S(=O)(=O)c2ccc(Br)cc2)CC1,-1.0,102.7,1.1,-11.0,.,-1.0,4.8,.,9.3
CC(O)Cn1c(=O)c2c(nc(Br)n2Cc2ccccc2)n(C)c1=O (stereo unspecified),-10.3,104.7,1.2,-1.6,.,10.7,14.5[fluorescence artefact?],.,1.5
CC(C)C(c1nnnn1Cc1ccco1)N1CCN(c2nc3ccccc3s2)CC1 (stereo unspecified),0.1[fluorescence artefact?],116.6[fluorescence artefact?],1,.,-3.9,2.7,3.2,5.4,.
N=c1c2c(-c3ccccc3)c(-c3ccccc3)n(Cc3ccco3)c2ncn1Cc1ccco1,6.8,40.6,1.2,.,-8.0,0.1,3.6,18.4,.
N#CCCNC(=O)CCN1CCCCC1,-0.1[fluorescence artefact?],100.5,1.1,2.0,-1.1,5.9,5.8,-8.8,0.0

# The closing 2 entries of the part before come first, to join the parts.
SMILES,ERb SRC1 inh,ERa coact pot,MT1-MMP txn act,sEH activator,Mac1 fbg enh,Candida biofilm,Smad3 FoxH1 inh,Mac1 fbg inh,sEH inh
N=c1c2c(-c3ccccc3)c(-c3ccccc3)n(Cc3ccco3)c2ncn1Cc1ccco1,6.8,40.6,1.2,.,-8.0,0.1,3.6,18.4,.
N#CCCNC(=O)CCN1CCCCC1,-0.1[fluorescence artefact?],100.5,1.1,2.0,-1.1,5.9,5.8,-8.8,0.0
CCCCC(=O)Nc1ccc(C(=O)Nc2cccnc2)cc1,3.8,82.4[fluorescence artefact?],1.2,-5.3,-5.6,2.3,-20.2,-7.3,5.4
COc1ccc(N2CCN(C(=O)CCc3ccc(S(=O)(=O)NC(C)C)cc3)CC2)cc1,3.6[fluorescence artefact?],97.7,1.2,7.6,.,12.7,-6.3,.,-4.7
COc1ccc(OC)c(CN(CCCN2CCOCC2)C(=O)Nc2ccccc2)c1,-2.0,101.0,1.3,8.2,.,5.9,1.2,.,-8.0
O=C(NCC1CCCO1)c1csc2c1CCCCC2 (stereo unspecified),4.7[fluorescence artefact?],107.6,1.3,.,-1.2,1.6,-0.3,9.7,.
COC(=O)C1=C(O)/C(=C\c2ccc(O)c(OC)c2)N=C1C,43.8,97.9[fluorescence artefact?],1.2,6.5,-6.6,1.7,11.6,-12.3,-4.4
COc1ccc(NC(=O)C2C3C=CC4(CN(Cc5cccnc5)C(=O)C24)O3)c(OC)c1 (stereo unspecified),8.4,120.3[fluorescence artefact?],.,13.5,-1.0,8.7,-8.9,-2.2,-13.8
O=C(CC(C(=O)O)C1CCCO1)NCc1ccccc1 (stereo unspecified),0.2[fluorescence artefact?],114.3,1.2,.,-3.3,3.9,9.8,3.5,.
CC1CCCCC1NC(=O)CSc1nnc(COc2ccccc2Cl)o1 (stereo unspecified),4.8,120.1,1,.,0.0,8.9,7.2,-15.4,.
COc1cccc(-c2cn3nc4c(nc3n2)CCCC4)c1,10.6,81.0[fluorescence artefact?],0.2,15.7,0.7,1.9,10.0,36.2,-18.1
CCOC(=O)C1CCN(S(=O)(=O)C(F)(F)c2nc3ccccc3s2)CC1,-1.9,47.6,1.4,6.8,-2.3,3.3,5.5,28.1,-7.2
Brc1ccc(-c2nn3c(-c4ccccn4)nnc3s2)o1,.,.,1.2,-2.9,0.5,.,.,-18.9,3.4
COc1ccc2cc3cc(C(=O)NCc4cccs4)oc3nc2c1,20.7,151.1,1,-1.9,-0.1,3.1,44.5,12.6,3.8
